# BRCA1 expr up = qHTS Assay to Identify Small Molecule Activators of BRCA1 Expression | MCF7-BRCA1-FFLuc reporter, luminescence, 48 h; response scale: scaled: vehicle 0%, 10 µM genistein 100% | Potency, µM (top dose mostly 46.1 µM), for inactives: at the top dose activation, hits mostly activators | 380,000 tested, 1.1% active; further: potency means the concentration at half of the fitted maximal effect; nearly all actives have a fitted effect of over 80% in size; some results filed as inactive show a strong effect at the top dose
#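 MCF7-BRCA1-FFLuc, 2000 cells/well; 2 h attach, 37 °C/5% CO2; compound 48 h; luciferase substrate 15 min; luminescence end-point. Norm. to genistein 10 microM max activation and DMSO; concentration-response curves fitted.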
# A-T KAP1 phos = qHTS Assay for Identifying a Potential Treatment of Ataxia-Telangiectasia; […] A-T fibroblasts, KAP-1 phosphorylation AlphaLISA; neocarzinostatin DNA damage 30 min before lysis; Potency, µM (titrated, usually from 57.5 µM), inactives show top-dose activation, actives largely listed as activators; 320,000 tested, 0.19% active; further: potency means the concentration at half of the fitted maximal effect; % of control where 0% means no effect; nearly all actives have a fitted effect of over 45% in size
#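 hTERT-immortalized A-T patient fibroblasts ([…]), 500 cells/well in OPTI-MEM, 1% FBS, got compounds for 60 min, then NCS for 30 min at 37C. Lysates were then assayed for phospho-KAP-1 by AlphaLISA (anti-pKAP1 donor, anti-KAP1 acceptor beads), 6 hr at 25C.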
# B2AR arrestin = qHTS assay of beta-arrestin-biased ligands of beta2-adrenergic receptor | Potency, µM (top dose mostly 46.1 µM), for the others: top-dose activation, actives largely listed as activators | AID 492947, 2010 | Beta-2 adrenergic receptor (Homo sapiens), P07550 | 330,000 tested, 0.02% active | beta-arrestin recruitment to beta2AR, cell-based reporter;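 further: potency means the concentration at half of the fitted maximal effect; 0% = DMSO controls and full agonism = EC100 isoproterenol or metaproterenol; nearly all actives have a fitted effect of over 65% in size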
# CXXC DNA block = qHTS Fluorescence Polarization Assay for Inhibitors of MLL CXXC domain - DNA interaction. Potency, µM (doses to about 115 µM), for inactives: at the highest dose activity change, negative = inhibition, most hits filed as inhibitors. MLL-CXXC / FITC-HOXA9 DNA fluorescence polarization. 290,000 tested, 0.037% active. Histone-lysine N-methyltransferase 2A (Homo sapiens), Q03164; active means well fitted inhibition curve with a large enough effect in the polarisation, with a control signal flat, not every such curve was filed as active; inconclusive means small, poorly fitted or top-dose-only effect, or effect the other way, or a change in a side signal; inactive means no such curve, though single readings can be large or run the other way; the % refers to the polarisation; further: potency means the concentration at half of the fitted maximal effect
#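 Purified MLL-CXXC (added from a 7 uM solution) was preincubated 5 min at ambient with pinned compounds in 50 mM Tris-HCl pH 7.5, 50 mM NaCl, 1 mM DTT, 0.05% BSA. Fluorescein-labeled HOX-A9 DNA (50 nM solution) followed, 30 min, then polarization read.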
# ELG1 DNA repair = qHTS screen for small molecules that inhibit ELG1-dependent DNA repair in human embryonic kidney (HEK293T) cells expressing luciferase-tagged ELG1; HEK293T ELG1-luciferase reporter, luminescence, 16 h; DNA damage induced by 5-fluorouridine; Potency, µM (titrated, usually from 46.1 µM), for the others: top-dose activity change, negative = inhibition, actives largely listed as inhibitors; 330,000 tested, 2.3% active; AID 504467, 2011; further: potency means the concentration at half of the fitted maximal effect; on the % scale 0 is the no-effect control and ±100 the full control effect; nearly all actives have a fitted effect of over 55% in size
#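 HEK293T cells expressing luciferase-tagged ELG1 (2,000/well) received 5-Fluorouridine plus compound or DMSO for 16 hr at 37 °C. Luciferase was read by ONE-Glo luminescence after 30 min at room temperature.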
# TRPV1 ag = HTS Assay for Compounds that Act as Agonists of the Vanilloid Receptor 1; Transient receptor potential cation channel subfamily V member 1 (Homo sapiens), Q8NER1; AID 540275, 2011; TRPV1-expressing cells, Fluo-8 calcium influx, agonist mode; 320,000 tested, 0.19% active; activation, % at 8.33 µM; in the data active means activation above about 80%; inconclusive means between about 30% and that limit; further: 0% is about no effect
# Target sequence (Q8NER1 whole entry, looked up): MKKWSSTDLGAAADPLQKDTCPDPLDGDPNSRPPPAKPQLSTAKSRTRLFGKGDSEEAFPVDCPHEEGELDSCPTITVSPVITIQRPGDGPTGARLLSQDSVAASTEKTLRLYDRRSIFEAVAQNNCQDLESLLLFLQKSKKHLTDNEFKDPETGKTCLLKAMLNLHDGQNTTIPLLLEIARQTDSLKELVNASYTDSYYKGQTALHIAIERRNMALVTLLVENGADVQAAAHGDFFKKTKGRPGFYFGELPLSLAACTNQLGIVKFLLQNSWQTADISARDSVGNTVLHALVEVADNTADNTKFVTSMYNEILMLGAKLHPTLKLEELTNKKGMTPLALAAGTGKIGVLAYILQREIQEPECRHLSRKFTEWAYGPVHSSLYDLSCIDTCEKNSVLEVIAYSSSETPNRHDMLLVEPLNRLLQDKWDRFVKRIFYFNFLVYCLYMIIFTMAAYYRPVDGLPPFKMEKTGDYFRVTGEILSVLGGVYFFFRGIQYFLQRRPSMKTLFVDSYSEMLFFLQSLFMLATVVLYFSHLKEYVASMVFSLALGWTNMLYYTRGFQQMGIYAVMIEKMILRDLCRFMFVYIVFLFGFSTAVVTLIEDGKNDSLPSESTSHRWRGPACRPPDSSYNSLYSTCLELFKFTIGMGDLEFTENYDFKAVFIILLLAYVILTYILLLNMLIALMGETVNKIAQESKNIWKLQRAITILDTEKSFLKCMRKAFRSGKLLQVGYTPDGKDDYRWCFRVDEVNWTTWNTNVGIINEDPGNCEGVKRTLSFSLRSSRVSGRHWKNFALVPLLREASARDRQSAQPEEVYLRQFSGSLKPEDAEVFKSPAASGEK
#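 Cells expressing TRPV1 were dye-loaded with Fluo-8 and read kinetically: 10 s baseline, 3 min after compound (agonist portion), then 2 min after EC20 capsaicin (allosteric enhancer portion). Calcium-bound dye fluorescence at 480/520 nm.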
# p53 reactivator = qHTS assay for re-activators of p53 using a Luc reporter | H1299 p53-A138V BP100-luciferase reporter, luminescence, 24 h | Potency, µM (series often up to 92.2 µM), for the others: top-dose activity change, positive = activation, hits mostly activators | 320,000 tested, 0.063% active | AID 504706, 2011; further: potency means the concentration at half of the fitted maximal effect; % of control where 0% means no effect; nearly all actives have a fitted effect of over 45% in size
#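 H1299 (p53-null), stable ts p53-A138V + BP100-Luc; 1000 cells/well, Opti-MEM/10% FBS; cpd 4 pt, 1:5; 24 h, 37 deg C, 5% CO2; detection reagent 10 min RT; luminescence.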
# a7 integrin act = qHTS for Activators of Integrin-Mediated Alleviation for Muscular Dystrophy | alpha7betagal myoblasts, beta-gal FDG fluorescence, 48 h | Potency, µM (top dose mostly 38.3 µM), for inactives: at the highest dose activation, usual class: activators | 350,000 tested, 0.064% active;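 further: potency means the concentration at half of the fitted maximal effect; 100% = response of the positive control SU9516; nearly all actives have a fitted effect of over 60% in size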
#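 alpha7betagal+/- myoblasts (passage 13, 250/well) treated 48 h at 37C with compounds at 1:260 dilution of DMSO stock. Lysed, then beta-galactosidase activity read as FDG fluorescence (ex 480/em 540) after 30 min, with pre-read for autofluorescence.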
# PTAP TSG101 blk = qHTS Assay for Iinhibitors of HIV-1 Budding by Blocking the Interaction of PTAP/TSG101; AID 493005, 2010; Potency, µM (titrated, usually from 115 µM), for the others: at the highest dose activity change, negative = inhibition, hits mostly inhibitors; Tumor susceptibility gene 101 protein (Homo sapiens), Q99816; 340,000 tested, under 10 active; Fluorescence polarization, FITC-PTAP peptide / Tsg101 binding; active means well fitted inhibition curve with a large enough effect in the main read-out, with a control signal flat, not every such curve was filed as active; inconclusive means small, poorly fitted or top-dose-only effect, or effect the other way, or a change in a side signal; inactive means no such curve, though single readings can be large or run the other way; further: potency means the concentration at half of the fitted maximal effect; % of control where 0% means no effect
#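 Steps: Tsg101 binding domain dispensed (10 uM final), compounds pinned in DMSO, FITC-labeled PTAP-motif peptide added (50 nM final); after 20 min binding at room temperature, polarization measured.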
# TCR act = Activators of T cell receptors: qHTS campaign | primary human leukocytes, anti-CD3, IL-2 HTRF, 48 h | Potency, µM (series often up to 9.22 µM), inactives show at the highest dose activation of IL-2 secretion, most hits filed as activators | 330,000 tested, under 10 active | AID 504894, 2011; further: % of control where 0% means no effect
#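 Using a-CD3 beads without co-stimulation, primary human leukocytes were exposed to compounds for 48 hr. An HTRF IL-2 kit measured the cytokine, with europium-to-d2 energy transfer producing emission at 665nm upon 320nm excitation.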
# * = called active by the depositor; u = inconclusive; x = no result given; [ ] = remark or other dose. Unless noted, the call rests on the fitted dose curve; in most records, active means well fitted curve in the direction sought with a large enough effect; inconclusive means small, poorly fitted or top-dose-only effect, or another doubt; inactive means no such curve, though single readings can be large; an effect the other way counts as inactive or inconclusive.
# The first two records, ahead of the listing:
compound	ELG1 DNA repair	a7 integrin act	TCR act	p53 reactivator	TRPV1 ag	A-T KAP1 phos	CXXC DNA block	B2AR arrestin	BRCA1 expr up	PTAP TSG101 blk
O=C(NCc1cccs1)C1CC(=O)N(c2ccc(F)cc2)C1 (stereo not given)	15%	-18%	6%	-1%	x	13%	1%	0.0%	46%	-1%
COc1ccc(OC)c(/C=C/C(=O)OCC(=O)N2CCN(S(=O)(=O)c3ccc(C)cc3C)CC2)c1	8%	-9%	-4%	-4%	-5	-4%	x	-0.1%	-9%	-2%

# The listing, from the start:
compound	ELG1 DNA repair	a7 integrin act	TCR act	p53 reactivator	TRPV1 ag	A-T KAP1 phos	CXXC DNA block	B2AR arrestin	BRCA1 expr up	PTAP TSG101 blk
O=C(NCc1cccs1)C1CC(=O)N(c2ccc(F)cc2)C1 (stereo not given)	15%	-18%	6%	-1%	x	13%	1%	0.0%	46%	-1%
COc1ccc(OC)c(/C=C/C(=O)OCC(=O)N2CCN(S(=O)(=O)c3ccc(C)cc3C)CC2)c1	8%	-9%	-4%	-4%	-5	-4%	x	-0.1%	-9%	-2%
CCO[C@@H]1OC(C(=O)N2CCOCC2)=C[C@H](C(C)(C)C)[C@H]1CCCO	x	11%	11%	x	x	x	x	x	6%	-1%
O=C(C1CCCC1)N1CCCC(Nc2ccccc2)C1 (stereo not given)	0%	-31%	9%	-7%	u	8%	-2%	0.2%	3%	-5%
COc1ccc(OCC(=O)NNC(=O)C2CCC2)cc1	-2%	-12%	-14%	7%	x	3%	x	-2.5%	-6%	-1%
O=S(=O)(c1ccccc1)N1CCC2(CC1)CO2	-11%	-36%	3%	7%	6	-1%	-1%	-0.7%	4%	-1%
CCOc1ccccc1-n1c(SCC(=O)N2CCOCC2)nc2ccccc2c1=O	10%	-21%	0%	-5%	u	7%	35%	-0.1%	-24%	-1%
CC(=O)Nc1ccc(S(=O)(=O)NCCNS(=O)(=O)c2ccc(NC(C)=O)cc2)cc1	-5%	u	8%	10%	1	-3%	-2%	0.1%	18%	-3%
CCOc1ccc(C2N(c3ccc(Cl)cc3)C(=O)C3CCCN32)cc1OC (stereo not given)	18%	-3%	3%	0%	x	-2%	-2%	-0.8%	-8%	2%
COc1ccc(/C=C(/NC(=O)c2ccco2)C(=O)Nc2ccc(C(C)=O)cc2)cc1	0%	-4%	-3%	-5%	-1	-7%	-1%	0.0%	5%	-2%
CCN(C(=O)COC(=O)c1cc([N+](=O)[O-])ccc1N1CCOCC1)C1CCCCC1	-5%	-10%	-8%	-6%	24	2%	x	-0.4%	-21%	-6%
COc1ccc(C2(CO)OC(CO)C(O)C2O)cc1 (stereo not given)	x	22%	6%	x	x	x	x	x	-3%	0%
O=C(Nc1nccs1)c1cccc(N2C(=O)c3cccc4c([N+](=O)[O-])ccc(c34)C2=O)c1	1%	-63%[inhibitor]	-21%	1%	-3	x	2%	-0.1%	-68%	-11%
N#Cc1ccc(OCC(=O)NN2Cc3ccccc3C2=N)cc1	5%	15%	-4%	2%	5	-7%	1%	0.1%	-12%	-4%
Fc1ccc(NC(=S)NN=C2CCCCCC2)cc1	u	-18%	-4%	u	3	-2%	18%	-0.4%	60%	-2%
CCOC(Cn1c(SCC(=O)Nc2cc(C)on2)nc2ccccc2c1=O)OCC	0%	-38%	-3%	-5%	9	3%	-5%	0.4%	-5%	-3%
CN(CC(=O)Nc1ccccc1Br)C(=O)Cn1[nH]c(=O)c2ccccc2c1=O	u	8%	x	9%	-1	-14%	x	0.1%	7%	-2%
CCN(CC)S(=O)(=O)c1ccc(C(=O)Oc2coc(CSc3nc(C)cc(C)n3)cc2=O)cc1	u	13%	-2%[46.1 µM]	-4%	-2	7%	1%	3.6%	-3%	-4%
Cc1c(C(=O)NCC2COc3ccccc3O2)oc2ccc(S(=O)(=O)N3CC(C)CC(C)C3)cc12 (stereo not given)	u	17%	-10%	3%	3	0%	37%[activator]	-0.4%	-47%	-7%
CCOc1ccc(Cl)cc1S(=O)(=O)N1CCN(c2ccc(C)c(C)c2)CC1	-10%	-6%	-7%	0%	5	4%	-1%	0.3%	-61%	-1%
c1ccc2[nH]c(NCCN3CCOCC3)nc2c1	x	1%	-4%	x	6	x	-8%	x	46%	-4%
COc1cccc(C(=O)Nc2cc3c(cc2Cl)OCCCO3)c1	u	8%	-4%[46.1 µM]	u	22	3%	8%	-0.5%	u	0%
COc1ccc(CCc2nnc(CCC(=O)NCc3cnc4ccccn34)o2)cc1	-22%	-8%	-1%	2%	1	4%[11.5 µM]	8%	0.0%	3%	-4%
COc1ccc(N(Cc2cc(=O)[nH]c3ccccc23)C(=O)c2ccco2)cc1	0%	u	-1%	-12%	-3	x	-10%	0.2%	9%	-3%

# 3 compounds already listed, ordered by their value in PTAP TSG101 blk, descending:
SMILES,PTAP TSG101 blk
CN(CC(=O)Nc1ccccc1Br)C(=O)Cn1[nH]c(=O)c2ccccc2c1=O,-2%
c1ccc2[nH]c(NCCN3CCOCC3)nc2c1,-4%
Cc1c(C(=O)NCC2COc3ccccc3O2)oc2ccc(S(=O)(=O)N3CC(C)CC(C)C3)cc12 (stereo not given),-7%

# Additional records
compound	ELG1 DNA repair	a7 integrin act	TCR act	p53 reactivator	TRPV1 ag	A-T KAP1 phos	CXXC DNA block	B2AR arrestin	BRCA1 expr up	PTAP TSG101 blk
COC(=O)c1ccc(-c2csc(NC(=O)c3ccc(S(=O)(=O)N4CCc5ccccc5C4)cc3)n2)cc1	24%	19%	4%[46.1 µM]	0%	0	-1%	-3%	-0.4%	1%	-2%
CC(CNC(=O)c1ccc(C#N)cc1)NC(=O)c1ccc(C#N)cc1 (stereo not given)	-17%	0%	-1%	-1%	0	4%	2%	-0.3%	-8%	1%
COc1ccc(CCN2CCCn3c2nc2c3c(=O)[nH]c(=O)n2C)cc1OC	-13%	1%	5%	-1%	1	-1%	4%	-0.3%	-22%	-3%
CCOCCCNC(=O)CC1Oc2ccc(C)cc2NC1=O (stereo not given)	0%	-2%	2%	4%	-3	3%	-3%	-0.2%	-2%	-2%
COc1ccc(NC(=O)c2cc([N+](=O)[O-])ccc2NC(=O)CNC2CCCCC2C)c(OC)c1 (stereo not given)	-2%	11%	-1%	3%	3	-8%	-3%	0.6%	-34%	-2%
O=C(NC1=NCCS1)c1ccc(F)c(S(=O)(=O)N2CCOCC2)c1	15%	19%	x	0%	x	6%	x	-0.2%	0%	-3%
N=C1SC(CC(=O)Nc2ccccc2[N+](=O)[O-])C(=O)N1c1ccccc1 (stereo not given)	-18%	25%	2%	-1%	2	-3%	12%	-0.7%	-39%	0%
O=C(COc1ccc2c3c(c(=O)oc2c1)CCCC3)NCCCN1CCCC1=O	22%	1%	-7%	-3%	0	5%	-2%	0.0%	31%	-3%
CC(C)(C)OC(=O)NCCc1nnc(SCc2cccc(Cl)c2)o1	u	5%	4%	-2%	2	15%	-9%	-0.8%	-4%	2%
CSc1nsc(SCC(=O)Nc2nc3ccccc3s2)n1	u	-11%	-3%[46.1 µM]	u	-4	8%	18%	3.0%	4%	-5%
CC(=O)Oc1ccc(CCC(C)OC(C)=O)cc1 (stereo not given)	2%	6%	-25%	-6%	-2	3%	7%	-1.8%	9%	-8%
O=C(CN1C(=O)COc2ccccc21)c1ccc(Cl)cc1	-4%	1%	x	-8%	8	2%	-5%	-1.1%	-29%	-4%
COc1cccc(CN(CC2CCCO2)S(=O)(=O)c2ccc(-n3cnnn3)c(OC)c2)c1 (stereo not given)	-15%	-12%	1%	-3%	-2	-2%	-5%	-0.5%	0%	-1%
CCOc1ccc(C(CCc2ccccc2)NC(=O)c2ccccc2)cc1OCC (stereo not given)	-20%	5%	x	-2%	18	-4%	-1%	0.0%	-40%	x
O=C(CC(O)(c1ccccc1)c1ccccc1)Nc1ccccn1	x	-3%	13%	x	x	x	x	x	-11%	-5%
CC1Cc2cc(S(=O)(=O)N3CCN(c4ccccc4)CC3)ccc2N1C(=O)C1CC1 (stereo not given)	u	15%	-1%	-2%	3	3%	7%	0.2%	-6%	5%

# High-throughput results as filed in PubChem BioAssay.
